Screens deposited in PubChem by National Center for Advancing Translational Sciences (NCATS).
FUS suppressor: qHTS for Suppressors of FUS Proteinopathy: Primary screen using FUS-linked yeast assay | 0.24% of 390,000 active | Potency, µM (titrated, usually from 76.6 µM), without a hit: at the highest dose growth rescue (activation), hits mostly activators | AID 1347120, 2019 | S. cerevisiae FUS-expressing, growth rescue, OD600, 24 h;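 note: potency is the fitted concentration of half-maximal effect; plate controls were DMSO vehicle for no effect and reference control for full effect; nearly all actives have a fitted effect of over 55% in size; some results filed as inactive show a strong effect at the top dose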
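Yeast FUS proteinopathy model; galactose-induced FUS (2%), starting OD 0.005. Cpds in dilution series, 24hr, 30C, 99% humidity. Abs 600 nm growth. Pos ctrl CP55940 (top 92uM final); neg ctrl DMSO.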
PLK1 PBD inh: qHTS for Inhibitors of PLK1-PDB (polo-like kinase 1 - polo-box domain): Primary Screen; Serine/threonine-protein kinase PLK1 (Homo sapiens), P53350; Potency, µM, inactives show max response, negative = inhibition, hits mostly inhibitors; 2.8% of 360,000 active; AID 720504, 2013; Plk1 PBD binding of FITC phosphopeptide, fluorescence polarization; note: potency is the fitted concentration of half-maximal effect; series mostly up to about 57 µM; % is set by controls: 0 for no effect and ±100 for the full control effect; nearly all actives have a fitted effect of over 65% in size
Target sequence (P53350 whole entry, looked up, the tested form may be a part): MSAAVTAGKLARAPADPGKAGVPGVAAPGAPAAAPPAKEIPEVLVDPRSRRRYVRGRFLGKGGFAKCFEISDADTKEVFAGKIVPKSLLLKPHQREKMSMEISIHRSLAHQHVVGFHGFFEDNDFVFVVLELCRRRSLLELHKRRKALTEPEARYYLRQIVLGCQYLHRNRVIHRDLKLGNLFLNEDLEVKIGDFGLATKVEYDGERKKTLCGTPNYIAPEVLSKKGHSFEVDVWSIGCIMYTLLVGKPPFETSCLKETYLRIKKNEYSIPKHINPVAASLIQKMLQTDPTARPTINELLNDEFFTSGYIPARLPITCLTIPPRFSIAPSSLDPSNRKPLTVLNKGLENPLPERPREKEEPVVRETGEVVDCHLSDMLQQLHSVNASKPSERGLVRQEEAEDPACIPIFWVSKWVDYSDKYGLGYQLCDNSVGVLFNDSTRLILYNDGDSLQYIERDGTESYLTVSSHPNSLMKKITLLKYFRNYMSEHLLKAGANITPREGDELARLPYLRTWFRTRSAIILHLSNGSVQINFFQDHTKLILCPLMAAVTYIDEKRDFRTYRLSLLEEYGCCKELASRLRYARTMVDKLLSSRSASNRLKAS
EPAC1 agonist: qHTS for Agonist of cAMP-regulated guanine nucleotide exchange factor 3 (EPAC1): primary screen; 0.073% of 360,000 active; EPAC1 agonist qHTS, biochemical assay; response scale: 100% = response to 6.5 mM cAMP; Rap guanine nucleotide exchange factor 3 (Homo sapiens), O95398; Potency, µM (highest dose often 154 µM), without a hit: top-dose activation, hits mostly activators; note: potency is the fitted concentration of half-maximal effect; nearly all actives have a fitted effect of over 60% in size
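EPAC1 100 nM, Rap1B–BODIPY-GDP 250 nM, unlabeled GDP 50 uM; compound titration; 5 min RT; kinetic read ex480/em540 at 5-min intervals ×30 min; data normalized to 6.5 mM cAMP agonist control.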
PI5P4K alpha inh: qHTS for Inhibitors of phosphatidylinositol 5-phosphate 4-kinase (PI5P4K); PI5P4Kalpha enzyme, ADP-Glo luminescence, 60 min; hits give low values; max response, %; 1.2% of 330,000 active; active = max response of -50% or lower; inconclusive = between -30% and -50%; inactive = -30% or higher; note: value at the top dose of about 77 µM; % is set by controls: 0 for no effect and ±100 for the full control effect
Target sequence (P48426 whole entry, looked up): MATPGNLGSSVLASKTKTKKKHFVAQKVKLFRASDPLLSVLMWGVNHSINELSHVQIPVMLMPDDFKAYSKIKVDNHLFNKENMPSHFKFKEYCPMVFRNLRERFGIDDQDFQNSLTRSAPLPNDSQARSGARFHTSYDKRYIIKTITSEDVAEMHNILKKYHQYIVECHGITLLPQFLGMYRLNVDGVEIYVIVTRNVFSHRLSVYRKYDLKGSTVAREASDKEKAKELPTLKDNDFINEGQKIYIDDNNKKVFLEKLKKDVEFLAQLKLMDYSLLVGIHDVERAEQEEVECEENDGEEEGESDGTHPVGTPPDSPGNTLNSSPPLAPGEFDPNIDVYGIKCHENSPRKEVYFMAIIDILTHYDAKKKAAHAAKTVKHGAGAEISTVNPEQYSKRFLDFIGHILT
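Single end-point luminescence (ADP-Glo) quantified ADP from PI5P4Kalpha turnover; ATP 5 microM final, 1 h at RT, 0.1% CHAPS and 0.28 mM EGTA in HEPES pH 7.4.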
Abeta yeast res: qHTS for compounds that reverse cellular toxicity of Amyloid beta (A-beta) peptide in yeast: Primary Screen; yeast expressing A-beta42, growth rescue, OD600, 48 h; response scale: 0% DMSO, 100% iron-clioquinol control; Potency, µM (series often up to 46.1 µM), without a hit: at the top dose growth rescue, hits mostly activators; 0.063% of 410,000 active; AID 1347071, 2019; note: potency is the fitted concentration of half-maximal effect; nearly all actives have a fitted effect of over 55% in size
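Growth rescue measured by 600 nm absorbance after 48 h yeast culture at 30 C with compound. Values normalized between DMSO and an equimolar ferric chloride plus clioquinol control.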
IL2 activator: qHTS of IL-2 Activators | IL-2 activation reporter assay, cell-based qHTS; stimulated with anti-CD3/CD4/CD28 beads; in transgenic mouse T cells | activation, % (series mostly up to about 46 µM) | 0.065% of 360,000 active | AID 652025, 2013; in the data active = activation above about 50%; inconclusive = mostly about 30% to 49%; note: 0% is about no effect
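Unstimulated transgenic mouse T cells preincubated 60 min with compound, then stimulated with anti-CD3/anti-CD4-coated beads plus anti-CD28 for 18 h at 37 degrees C. IL-2 response read as EGFP and DsRed fluorescence by plate cytometry.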
EPAC1 antagonist: qHTS for Antagonist of cAMP-regulated guanine nucleotide exchange factor 3 (EPAC1): primary screen | 0.14% of 360,000 active | Rap guanine nucleotide exchange factor 3 (Homo sapiens), O95398 | Potency, µM (highest dose often 115 µM), for inactives: at the highest dose activity change, negative = inhibition, actives largely listed as inhibitors | AID 720709, 2013 | EPAC1 GEF assay, Rap1b-BODIPY-GDP exchange fluorescence;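 note: potency is the fitted concentration of half-maximal effect; plate controls were vehicle for no effect and positive control for full effect; nearly all actives have a fitted effect of over 50% in size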
WRN inhibitor: qHTS for Inhibitors of WRN Helicase | WRN helicase unwinding, fluorescent forked duplex, kinetic | Potency, µM (titrated, usually from 114 µM), without a hit: at the top dose activity change, negative = inhibition, usual class: inhibitors | 0.46% of 360,000 active; note: potency is the fitted concentration of half-maximal effect; % is set by controls: 0 for no effect and ±100 for the full control effect; nearly all actives have a fitted effect of over 55% in size
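Kinetic red-fluorescence monitoring (525/598 nm) tracks WRN helicase activity after 100 nM fluorophore-quencher forked duplex and 2 mM ATP are added to 20 nM enzyme pretreated 15 min at room temperature with compound.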
An asterisk follows results filed as active; ? = inconclusive; . = no result given; [ ] = another dose, or the depositor's remark. Unless noted, calls come from the whole dose curve; as a rule, active = well fitted curve in the direction sought with a large enough effect; inconclusive = small, poorly fitted or top-dose-only effect, or another doubt; inactive = no such curve, though single readings can be large; an effect the other way counts as inactive or inconclusive. This is a subset; count on the stated rates, not on these rows.

SMILES	FUS suppressor	PLK1 PBD inh	EPAC1 agonist	PI5P4K alpha inh	Abeta yeast res	IL2 activator	EPAC1 antagonist	WRN inhibitor
CN1CCN(Cc2cc(=O)n3ccsc3n2)CC1	-23%	0%	-26%	3	-16%	-1.1	?	5%
O=C1NCN(c2ccccc2)C12CCN(C(c1cccs1)c1nnnn1Cc1ccccc1)CC2 (configuration not stated)	?	-2%	-10%	2	-2%	-0.4	-3%	-1%
O=c1[nH]c(=O)n(Cc2ccc(F)cc2)c(O)c1C=Nc1ccc(Cl)cc1	19%	0%	6%	1	-9%	-0.4	16%	3%
C=CCN1CC[C@]23c4c5ccc(O)c4O[C@H]2/C(=N/NC(=O)c2ccccc2)CC[C@@]3(O)[C@H]1C5	0%	-5%	-12%	-11	-11%	0.3	10%	3%
COc1cccc(N2C(=O)NC(=O)/C(=C\c3cn(C)c4ccccc34)C2=O)c1	7%	9.5µM*	-1%	6	-18%	17	-4%	-13%
COc1ccc(C2SCC(=O)Nc3c2c(=O)[nH]n3C2CCCCC2)cc1 (configuration not stated)	11%	-9%	3%	-6	-5%	1.6	8%	0%
CCN(CC)C(=O)c1ccc(NC(=O)c2cccc(S(=O)(=O)N3CCN(C)CC3)c2)cc1	.	1%	0%	-1	-5%	-2.9	0%	-28%
CCC(=Nc1ccc2c(c1)CCC2)c1c(O)n(-c2ccc(OC)cc2)c(=O)[nH]c1=O	18%	-9%	6%	-10	0%	0.9	-13%	-5%
COc1ccc(-c2nc3ccccc3c(=O)n2-c2cccnc2)cc1	12%	2%	-1%	.	5%	-1.4	11%	7%
O=C1NS(=O)c2cc([N+](=O)[O-])cc([N+](=O)[O-])c21 (configuration not stated)	-14%	24µM*	12%	-24	10%	0.2	-20%	-6%
CN1C(=O)C(=Cc2coc3ccccc3c2=O)C(=O)N(C)C1=O	12%	19µM*	2%	-73*	-91%[inhibitor]	-0.2	7%	-14%
COC(=O)C1=C(N)Oc2c(c(=O)oc3ccccc23)[C@]12C(=O)N(C)c1ccccc12	10%	-8%	1%	8	-2%	-0.6	0%	-7%
COc1ccc(-n2nnnc2C(c2ccnc3ccccc23)N2CCC3(CC2)C(=O)NCN3c2ccccc2)cc1 (configuration not stated)	?	1%	4%	-4	8%	-0.6	4%	-4%
CCOC(=O)C1=C(C)OC(N)=C(C#N)C12C(=O)Nc1ccc(C)cc12 (configuration not stated)	17%	-6%	0%	4	-2%	-2.4	0%	7%
CC1(C)CN(S(=O)(=O)OCC(Cl)(Cl)Cl)C(=O)N1	-25%	5%	-21%	-2	10%	-0.3	0%	-2%
CC(C)CNc1c2c(nc3ccccc13)CCC2	35%	-11%	11%	-12	-15%	-2.0	-23%	9%
O=C1NC(=O)C(CCc2ccccn2)(Cc2ccc3c(c2)OCO3)C(=O)N1CCc1ccccc1 (configuration not stated)	11%	0%	5%	0	3%	-3.6	5%	-14%
CC12C(C(=O)O)C1(c1ccccc1)C2C(=O)O (configuration not stated)	.	3%	3%	-4	7%	-2.7	0%	4%
C=C1C2C[C@H](O)C(C)(C)[C@@]2(O)[C@H](O)C[C@]23C[C@@](C)(O)[C@H](CC[C@H]12)[C@H]3OC(C)=O (some centres not stated)	-9%	-14%	5%	6	-5%	-3.2	6%	-5%
O=c1[nH]c2ccccc2n1C1CCN(C(c2cc3ccccc3o2)c2nnnn2Cc2ccccc2)CC1 (configuration not stated)	8.9µM*	-3%	12%	4	5%	-1.0	-6%	-10%
CC1CNCCN1c1ccc(Cl)cc1 (configuration not stated)	.	-2%	-4%	-2	-9%	-2.8	-4%	-12%
COc1cccc(C(c2nnnn2Cc2ccccc2)N2CCC(n3c(=O)[nH]c4ccccc43)CC2)c1OC (configuration not stated)	?	-7%	14%	0	-4%	-0.7	-17%	-10%
CCN1CCN(C(=O)Cc2ccccc2OC)CC1	-2%	-6%	-3%	6	2%	-0.5	0%	-3%
CC1CN2C(=O)C1(c1ccccc1)C(=O)NC2=S (configuration not stated)	-8%	7%	7%	3	3%	-1.7	-22%	-5%
CCCCCc1nc2c(c(=O)c3ccccc3n2C)c(=O)n1C1CCCCCC1	-1%	-13%	-4%	?	-39%[inhibitor]	-0.6	8%	-15%[57.1 µM]
COC(=O)[C@@H](c1ccccc1)C1CCCCN1 (some centres not stated)	-34%	-1%	-8%	-6	-19%	-0.1	-5%	-1%
COc1ccc(-n2nnnc2C(c2ccccc2)N2CCC(n3c(=O)[nH]c4ccccc43)CC2)cc1 (configuration not stated)	23%	-9%	7%	2	-7%	-0.1	0%	0%
COc1cccc(N2C(=O)NC(=O)C3(Cc4cc(C)ccc4N(C)C3)C2=O)c1 (configuration not stated)	9%	-20%	4%	-6	-7%	0.3	15%	-15%
Nc1cc(Cl)c2nonc2c1[N+](=O)[O-]	-2%	0%	30%	-6	-57%[inhibitor]	0.1	?	?
CCSC(=O)N1CCCCCC1	-37%	4%	-9%	9	-13%	0.0	-5%	7%
Cc1ccc(OC(=O)c2ccc(Br)o2)cc1	-7%	?	0%	-5	-13%	-2.3	6%	6%
CCC(=O)OC(Cc1ccccc1)(c1ccccc1)[C@H](C)CN(C)C (some centres not stated)	-27%	-4%	-13%	10	-16%	0.0	-7%	2%
N#CC(=C(O)c1ccc(S(=O)(=O)N(CCCl)CCCl)cc1)c1nc2ccccc2[nH]1	-1%	-18%	-5%	-2	-14%	-0.3	-9%	-1%
CCCc1nc2ccccc2c(=O)n1-c1ccc(OC)cc1	2%	-4%	2%	-1	18%	2.6	-18%	-3%
O=C1NC(=O)C(Cc2cccs2)C(=O)N1	14%	-26%	-4%	?	4%	-2.3	-7%	2%
CN(C)c1ccc([P+](=O)c2ccc(N(C)C)cc2)cc1	25%	-9%	-1%	-7	1%	-0.4	-6%	-4%
O=C(c1cc(Br)ccc1Cl)N1CCC2(CC1)OCCO2	19%	-6%	1%	.	-12%	4.6	7%	17%
O=C1NC(=O)N(CCc2ccc(F)cc2)C(=O)/C1=C/C=C/c1ccccc1	11%	0.53µM*	9%	-27	3%	-1.8	9%	-13%
CCOc1cc(C(=O)N2CCC3(CC2)OCCO3)cc(OCC)c1OCC	10%	-4%	6%	.	-6%	-3.5	0%	12%
COc1ccc2c(c1)CC1(CN2C)C(=O)NC(=O)N(c2ccc(F)cc2)C1=O (configuration not stated)	?	-14%	-9%	-1	15%	4.9	-14%	-22%

Compound profiles (already shown):
CC1CNCCN1c1ccc(Cl)cc1 (configuration not stated) in the list: FUS suppressor = .; PLK1 PBD inh = -2%; EPAC1 agonist = -4%; PI5P4K alpha inh = -2; Abeta yeast res = -9%; IL2 activator = -2.8; EPAC1 antagonist = -4%; WRN inhibitor = -12%
CCC(=O)OC(Cc1ccccc1)(c1ccccc1)[C@H](C)CN(C)C (some centres not stated) in the list: FUS suppressor = -27%; PLK1 PBD inh = -4%; EPAC1 agonist = -13%; PI5P4K alpha inh = 10; Abeta yeast res = -16%; IL2 activator = 0.0; EPAC1 antagonist = -7%; WRN inhibitor = 2%

The results go on.
SMILES	FUS suppressor	PLK1 PBD inh	EPAC1 agonist	PI5P4K alpha inh	Abeta yeast res	IL2 activator	EPAC1 antagonist	WRN inhibitor
Clc1cccc(/C=N\Nc2nccs2)c1	1%	?	1%	-13	?	-0.6	7%	-17%
O=P(Nc1c(Cl)cccc1Cl)(c1ccccc1)c1nc2c(s1)CCCC2 (configuration not stated)	22%	0%	-1%	.	-16%	-1.8	7%	-14%
CCC(=O)OC1(c2ccccc2)C(C)CN(C)CC1C (configuration not stated)	0%	0%	8%	-3	4%	-0.2	-11%	-2%[57.1 µM]
Cn1nccc1C(=O)N1CCC2(CC1)OCCO2	1%	-2%	5%	6	7%	1.6	2%	3%
CN1C2CCC1CC(OC(=O)c1ccc(Cl)cc1)(C(=O)O)C2 (configuration not stated)	.	1%	-5%	11	2%	-0.4	4%	-2%
CC(=O)OC1C(=O)OCC23CCC4(C)OC4C2OC2CC(OC(=O)C=CC=CC(=O)OCCC1C)C3(C)C21CO1 (configuration not stated)	.	4%	-12%	2	-48%[inhibitor]	-7.6	1%	11%
COc1ccc([N+](=O)[O-])cc1NC(=O)COC(=O)c1ccccc1C(=O)c1ccccc1	.	-14%	1%	2	7%	0.3	?	-1%
CCn1c(=O)cc(OCC(=O)N2CCC3(CC2)OCCO3)c2ccccc21	-10%	-8%	5%	.	-9%	0.0	12%	0%
C=CCN1C(=O)/C(=C/c2ccc(Br)s2)C(=O)NC1=S	-5%	1.3µM*	11%	-94*	-73%[inhibitor]	-1.2	?	56µM*
CN(C=O)CP(=O)(O)CN(C)C=O	-35%	6%	0%	-5	21%	-0.7	6%	-2%
CC(C)[C@]12CC(=O)[C@H](C)[C@H]1C2	-27%	-1%	.	-3	-6%	-0.5	-19%	4%
O=C(NC(c1ccc(Cl)cc1)P(=O)(Oc1ccccc1)Oc1ccccc1)OCc1ccccc1 (configuration not stated)	13%	0%	-10%	0	-6%	-3.6	12%	-2%
C=CCN1C(=O)NC(=O)/C(=C/c2ccc(OC)c(CSc3ccccn3)c2)C1=O	-14%	4.7µM*	0%	-71*	7%	0.2	0%	?
CS(=O)(=O)c1ccc(C2=C(CNC(=O)c3ccncc3)[C@H]3CC[C@@H](C2)N3Cc2ccccc2)cc1	2%	-8%	4%	-2	-10%	1.3	-9%	-8%
C=C1[C@@H](C)[C@H]2[C@H](Cc3ccccc3)NC(=O)[C@]23OC(=O)/C=C/[C@H](O)CCC[C@@H](C)C/C=C/[C@H]3[C@@H]1O	1%	-4%	1%	4	-8%	0.6	-10%	-3%
CCN(CC)CCN=Cc1c(O)n(Cc2ccco2)c(=O)[nH]c1=O	23%	-9%	8%	0	-4%	-2.5	7%	1%
Cc1nc2ccccc2c(=O)n1-n1cnnc1	14%	-2%	1%	.	7%	-1.5	12%	6%
